PRC2 inh: EZH2/PRC2 methyltransferase inhibitors, primary screen, biochemical, DELFIA time-resolved fluorescence, single point; PRC2 H3K27 methylation, DELFIA TRF, 1 h; hit rate 0.35% among 57,000; Histone-lysine N-methyltransferase EZH2 (Homo sapiens), Q15910; inhibition, % at 12.5 µM;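 active = mean inhibition of replicates at least 50% and every single replicate also reaching 50%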;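 note: dimethyl H3K27 on biotinylated H3 21-44 peptide detected by antibody; plate controls were median neutral control wells for no effect and median positive control wells for full effect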
IDH1 R132H inh: inhibitors of IDH1 R132H reductase, primary screen, biochemical, plate reader, single point; Isocitrate dehydrogenase [NADP] cytoplasmic (Homo sapiens), O75874; diaphorase/resazurin fluorescence, 60 min; inhibition, % at 10 µM; hit rate 0.18% among 70,000; AID 624101, 2012; in the data active = inhibition above about 34%;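 note: 0% = DMSO and 100% = no enzyme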
Target sequence (O75874 whole entry R132H): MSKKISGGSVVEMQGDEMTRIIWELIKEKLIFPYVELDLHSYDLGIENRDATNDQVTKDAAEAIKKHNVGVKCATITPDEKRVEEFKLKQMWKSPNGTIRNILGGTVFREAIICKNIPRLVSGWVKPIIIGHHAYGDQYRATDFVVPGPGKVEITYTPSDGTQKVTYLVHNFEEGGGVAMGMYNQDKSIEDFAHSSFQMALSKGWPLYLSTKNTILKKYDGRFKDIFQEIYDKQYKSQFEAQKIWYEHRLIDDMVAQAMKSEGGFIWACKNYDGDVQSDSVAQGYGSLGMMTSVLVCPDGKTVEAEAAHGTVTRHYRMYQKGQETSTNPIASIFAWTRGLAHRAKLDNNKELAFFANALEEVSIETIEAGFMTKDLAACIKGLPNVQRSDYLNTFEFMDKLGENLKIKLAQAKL
Numbers without * were called inactive; · = not tested or not shown. An excerpt; the hit share may differ from the screen's.

SMILES	PRC2 inh	IDH1 R132H inh
C[C@H]1CN([C@@H](C)CO)C(=O)c2cc(C3=CCCCC3)cnc2O[C@H]1CN(C)C(=O)c1cccnc1	4.1	-6.0
Cc1noc(C)c1S(=O)(=O)Nc1ccc2c(c1)C(=O)N([C@H](C)CO)C[C@H](C)[C@H](CN(C)C(=O)NC1CCCCC1)OCCCC[C@@H](C)O2	·	3.3
C[C@@H]1CN([C@@H](C)CO)S(=O)(=O)c2ccc(C#CC3CC3)cc2O[C@H]1CN(C)C(=O)C1CC1	1.2	·
O=C(NCC[C@H]1CC[C@H](NS(=O)(=O)c2ccc(Cl)cc2)[C@@H](CO)O1)c1ccccc1F	-5.3	-0.3
COc1ccc(NC(=O)N(C)C[C@H]2OCCCC[C@H](C)Oc3ccc(NC(=O)Nc4ccc(C(F)(F)F)cc4)cc3C(=O)N([C@@H](C)CO)C[C@H]2C)cc1	·	0.3
C[C@H](O)C#Cc1cnc2c(c1)C(=O)N([C@@H](C)CO)C[C@H](C)[C@@H](CN(C)Cc1cncnc1)O2	6.9	0.3
COc1nc(Nc2ccccc2)nc(OCC(F)(F)F)n1	-4.4	0.8
C[C@H]1CN([C@@H](C)CO)S(=O)(=O)c2ccc(-c3cccc(C#N)c3)cc2O[C@H]1CN(C)C(=O)Nc1ccccc1F	-10.8	0.3
O=C(C[C@@H]1C=C[C@H](NC(=O)c2ccc(F)cc2)[C@@H](CO)O1)NCCc1ccccc1	4.9	0.0
CC(C)NC(=O)N(C)C[C@@H]1Oc2ccc(NC(=O)CCN3CCOCC3)cc2CC(=O)N([C@@H](C)CO)C[C@@H]1C	·	2.7
Cc1cc(C)c(O)c(C(=O)CC2CC(=O)NC(=O)C2)c1	·	-0.1
C[C@@H]1CN([C@H](C)CO)C(=O)c2cc(NC(=O)C3CC3)ccc2O[C@@H]1CN(C)C(=O)Nc1ccc(F)cc1	-3.3	4.6
C[C@@H]1CN([C@@H](C)CO)C(=O)c2cc(N(C)C)ccc2O[C@@H]1CN(C)Cc1ccccc1	1.0	-0.8
O=C(C[C@H]1C=C[C@@H](NC(=O)CN2CCOCC2)[C@H](CO)O1)NCCc1ccccc1	4.3	0.3
CO[C@@H]1CN(C)C(=O)c2ccc(NC(=O)C3CC3)cc2OC[C@@H](C)N(C(=O)C2CCOCC2)C[C@H]1C	1.1	0.0
CS(=O)(=O)N(CC(=O)Nc1ccc(F)cc1)c1ccccc1	-3.6	0.0
C[C@H](CO)N1C[C@H](C)[C@H](CN(C)Cc2ccc(C(F)(F)F)cc2)OCCCC[C@H](C)Oc2ccc(NS(=O)(=O)c3cn(C)cn3)cc2C1=O	·	1.3
COc1ccc(NC(=O)Nc2cccc3c2O[C@H](CN(C)C(=O)NC(C)C)[C@@H](C)CN([C@@H](C)CO)C3=O)cc1	8.5	·
CO[C@H]1CN(C)C(=O)c2cc(NC(=O)Nc3cc(F)ccc3F)ccc2OC[C@@H](C)N(C(=O)c2ccccn2)C[C@H]1C	-1.6	-0.1
CC(=O)N(C)C[C@@H]1Oc2ncc(-c3ccc(C(=O)N(C)C)cc3)cc2C(=O)N([C@@H](C)CO)C[C@@H]1C	·	0.5
CC1CCc2c(sc3ncn(CC(=O)Nc4ccccc4F)c(=O)c23)C1 (stereo not given)	17.3	0.1
COc1ccc(S(=O)(=O)Nc2ccc3c(c2)C(=O)N([C@H](C)CO)C[C@@H](C)[C@H](CN(C)S(=O)(=O)c2ccc(OC)cc2)OCCCC[C@@H](C)O3)cc1	·	-1.3
CCC(=O)N(C)C[C@H]1Oc2cc(C#CCOC)ccc2S(=O)(=O)N([C@H](C)CO)C[C@H]1C	·	0.8
CC(=O)c1cn(CC(=O)Nc2ccccc2)c2ccccc12	-4.1	0.6

Single records (already shown). Order of screens: PRC2 inh | IDH1 R132H inh
Listed for `CS(=O)(=O)N(CC(=O)Nc1ccc(F)cc1)c1ccccc1` → -3.6 | 0.0
Listed for `CC(=O)N(C)C[C@@H]1Oc2ncc(-c3ccc(C(=O)N(C)C)cc3)cc2C(=O)N([C@@H](C)CO)C[C@@H]1C` → · | 0.5

Four entries from above, as labelled records:
O=C(NCC[C@H]1CC[C@H](NS(=O)(=O)c2ccc(Cl)cc2)[C@@H](CO)O1)c1ccccc1F
  PRC2 inh = -5.3
  IDH1 R132H inh = -0.3
COc1ccc(NC(=O)N(C)C[C@H]2OCCCC[C@H](C)Oc3ccc(NC(=O)Nc4ccc(C(F)(F)F)cc4)cc3C(=O)N([C@@H](C)CO)C[C@H]2C)cc1
  PRC2 inh = ·
  IDH1 R132H inh = 0.3
C[C@H](O)C#Cc1cnc2c(c1)C(=O)N([C@@H](C)CO)C[C@H](C)[C@@H](CN(C)Cc1cncnc1)O2
  PRC2 inh = 6.9
  IDH1 R132H inh = 0.3
COc1nc(Nc2ccccc2)nc(OCC(F)(F)F)n1
  PRC2 inh = -4.4
  IDH1 R132H inh = 0.8

Following part:
SMILES	PRC2 inh	IDH1 R132H inh
COc1ccc(NC(=O)Nc2ccc3c(c2)CC(=O)N([C@@H](C)CO)C[C@@H](C)[C@H](CN(C)C(=O)NC2CCCCC2)O3)cc1	2.8	3.5
CCC(=O)N(C)C[C@@H]1Oc2cc(C#CC3CCCC3)ccc2S(=O)(=O)N([C@H](C)CO)C[C@H]1C	7.7	8.4
C[C@H]1CN([C@@H](C)CO)C(=O)c2cc(NC(=O)Nc3ccc4c(c3)OCO4)ccc2O[C@H]1CN(C)S(=O)(=O)c1ccc(Cl)cc1	·	-0.3
COc1ccc(N2C(=O)CC(SCC(=O)Nc3ccc(C)cc3)C2=O)cc1 (stereo not given)	7.2	0.0
C[C@H](CO)N1C[C@H](C)[C@H](CN(C)C(=O)Nc2ccc(F)cc2)OCCCC[C@H](C)Oc2ccc(NC(=O)Nc3ccc(C(F)(F)F)cc3)cc2C1=O	·	0.7
CCN1CCC[C@H]1CNC(=O)c1c(O)c(Cl)cc(Cl)c1OC	-4.6	-0.1
C[C@@H]1CN([C@H](C)CO)C(=O)c2cc(C3=CCCC3)cnc2O[C@@H]1CN(C)Cc1ccccc1	·	0.3
C[C@H]1CN([C@@H](C)CO)C(=O)c2cc(NC(=O)Cc3cn(C)c4ccccc34)ccc2O[C@H]1CN(C)C(=O)Nc1ccc(F)cc1	-15.2	-18.5
C[C@H]1CN([C@@H](C)CO)C(=O)c2cc(NC(=O)CCCN(C)C)ccc2O[C@@H]1CN(C)CC1CC1	1.7	·
CC(=O)c1cccc(NC(=O)C(C)NS(=O)(=O)c2ccc(Br)cc2)c1 (stereo not given)	-22.1	0.1
CCOC(=O)c1c(-c2ccc(C)o2)csc1NC(=S)NC(=O)c1ccccc1Br	12.2	-0.7
Cc1noc(C)c1NC(=O)N(C)C[C@@H]1Oc2ccc(NC(=O)Nc3ccccc3)cc2CC(=O)N([C@@H](C)CO)C[C@H]1C	·	-0.5
C[C@@H]1CN([C@H](C)CO)C(=O)c2cc(NC(=O)CCCN(C)C)ccc2O[C@@H](C)CCCCO[C@@H]1CN(C)S(C)(=O)=O	4.4	3.8
C[C@H](CO)N1C[C@H](C)[C@@H](CN(C)Cc2ccc(C(=O)Nc3ccccc3N)cc2)Oc2ccc(NC(=O)c3ccncc3)cc2C1=O	-31.2	-0.3
C[C@@H]1CCCCO[C@@H](CN(C)Cc2ccc(C(=O)O)cc2)[C@H](C)CN([C@@H](C)CO)C(=O)c2cc(NC(=O)Nc3ccc(F)cc3)ccc2O1	·	1.9
C[C@H](CO)N1C[C@H](C)[C@@H](CN(C)C(=O)Nc2ccc(C(C)(C)C)cc2)OCc2cnnn2CCCC1=O	·	0.6
C[C@H](CO)N1C[C@H](C)[C@H](CN(C)Cc2ccc(Cl)c(Cl)c2)Oc2c(NC(=O)C3CCOCC3)cccc2C1=O	-7.1	1.3
COc1ccc(NC(=O)N[C@H]2CC[C@H](CCNC(=O)CN3CCOCC3)O[C@@H]2CO)cc1	10.2	-0.2
COCC(=O)N(C)C[C@H]1Oc2cc(C3=CCCC3)ccc2S(=O)(=O)N([C@@H](C)CO)C[C@@H]1C	4.7	·
Cc1ccc(-c2csc3nnc(SCC(=O)Nc4ccc5c(c4)OCCO5)n23)cc1	3.6	0.0
Cc1noc(C)c1NC(=O)Nc1ccc2c(c1)C(=O)N([C@@H](C)CO)C[C@@H](C)[C@H](CN(C)Cc1ccccc1)OCCCC[C@@H](C)O2	·	-1.9
CC(=O)N(C)C[C@H]1Oc2ncc(-c3cccc(C#N)c3)cc2C(=O)N([C@@H](C)CO)C[C@H]1C	·	-1.7
C[C@H](CO)N1C[C@H](C)[C@@H](CN(C)S(C)(=O)=O)Oc2cc(-c3ccccc3)ccc2S1(=O)=O	10.4	-3.0
COc1cccc(-c2cn(CC[C@H]3CC[C@@H](NC(C)=O)[C@@H](CO)O3)nn2)c1	22.3	0.0
CO[C@H](CN(C)Cc1cc(F)ccc1F)[C@H](C)CN([C@H](C)CO)S(=O)(=O)c1ccc(C)cc1	6.4	-0.9
COc1ccccc1-c1cn(CC[C@@H]2CC[C@@H](NC(=O)C3CCOCC3)[C@@H](CO)O2)nn1	2.4	0.3
C[C@@H]1CCCCO[C@@H](CN(C)Cc2ccc(C(F)(F)F)cc2)[C@@H](C)CN([C@@H](C)CO)C(=O)c2cc(NC(=O)Nc3ccc(F)cc3)ccc2O1	·	-3.9
COC(=O)c1c(-c2cccnc2)csc1NC(=O)c1cc(-c2ccc(C)o2)nc2ccccc12	-12.4	-0.4
O=C(COc1ccccc1Cl)Nc1cccc(Oc2ccc3c(c2)C(=O)NC3=O)c1	26.4	0.4
COc1cc(C[C@@H]2CO[C@@H](c3ccc(O)c(OC)c3)[C@@H]2CO)ccc1O	·	-0.1
C[C@@H]1CN([C@H](C)CO)C(=O)c2cc(C#CCc3ccccc3)cnc2O[C@H]1CN(C)Cc1cccc(C(=O)O)c1	·	0.1
O=C(CCCCC(=O)N/N=C/c1ccc(O)cc1)NO	-13.8	·
CCCCCc1c2c(cc(O)c1C(=O)O)OC(=O)c1c(cc(OC)cc1C(=O)CCCC)O2	6.5	6.7
C[C@@H]1CN([C@@H](C)CO)C(=O)Cc2cc(N(C)C)ccc2O[C@@H]1CN(C)CC1CC1	·	0.2
COCC#Cc1cnc2c(c1)C(=O)N([C@H](C)CO)C[C@@H](C)[C@@H](CN(C)S(=O)(=O)c1cn(C)cn1)O2	-15.5	-0.5
CN(c1ccccc1C(=O)NCc1ccccn1)S(C)(=O)=O	9.5	0.1
CC(C)NC(=O)Nc1ccc2c(c1)C(=O)N([C@@H](C)CO)C[C@@H](C)[C@H](CN(C)C(=O)NC(C)C)O2	2.6	-3.2
Cc1ccc(S(=O)(=O)NCC[C@@H]2CC[C@H](NC(=O)C3CCOCC3)[C@H](CO)O2)cc1	-3.0	-0.1
Cc1noc(C)c1S(=O)(=O)Nc1ccc2c(c1)C(=O)N([C@H](C)CO)C[C@@H](C)[C@@H](CN(C)C(=O)Nc1cccc3ccccc13)O2	·	-1.6
C[C@H](CO)N1C[C@H](C)[C@H](CN(C)CC2CCCCC2)Oc2ccc(NC(=O)c3ccncc3)cc2C1=O	0.8	1.5
C[C@@H]1CN([C@H](C)CO)C(=O)c2cc(C#Cc3ccccc3)cnc2O[C@H]1CN(C)C(=O)CN(C)C	-25.4	-1.7
C[C@@H]1O[C@@H](O[C@H]2[C@H](O)[C@@H](O)[C@H](O[C@H]3[C@H](O[C@H]4CC[C@@]5(C)C(=CC[C@H]6C7C[C@@H]8O[C@]9(CC[C@@](C)(CO[C@@H]%10O[C@H](CO)[C@@H](O)[C@H](O)[C@H]%10O)O9)[C@H](C)C8[C@@]7(C)CCC65)C4)O[C@H](CO)[C@@H](O)[C@@H]3O)O[C@@H]2CO)[C@H](O)[C@H](O)[C@H]1O (stereo not given in full)	·	0.0
COc1ccc(NC(=O)Nc2cccc3c2O[C@@H](CN(C)Cc2ccc4c(c2)OCO4)[C@@H](C)CN([C@@H](C)CO)C3=O)cc1	2.0	-2.7
COc1ccc(CN(C)C[C@@H]2OCCCC[C@@H](C)Oc3ccc(NC(=O)Nc4cccc5ccccc45)cc3C(=O)N([C@H](C)CO)C[C@H]2C)cc1	·	0.3
COc1ccc(-c2cn(CC[C@@H]3CC[C@H](NC(=O)CCN4CCCCC4)[C@H](CO)O3)nn2)cc1	-14.4	0.0
Cc1noc(C)c1NC(=O)N(C)C[C@@H]1OCCCC[C@H](C)Oc2ccc(NS(C)(=O)=O)cc2C(=O)N([C@@H](C)CO)C[C@@H]1C	·	5.7
CC1(C)COC(CCC/C=N/NC(=O)c2ccccc2O)OC1	-6.7	0.5
COc1ccc(CN(C)C[C@H]2OCCCC[C@H](C)Oc3ccc(NC(=O)NC4CCCCC4)cc3C(=O)N([C@@H](C)CO)C[C@H]2C)cc1	·	-0.5
CNC[C@H]1Oc2ccc(NC(=O)Cc3cn(C)c4ccccc34)cc2C(=O)N([C@@H](C)CO)C[C@H]1C	-4.6	-20.6
Cc1ccsc1/C=N/NC(=O)c1ccccc1O	-39.6	·
COc1ccccc1-c1cnc2c(c1)C(=O)N([C@@H](C)CO)C[C@H](C)[C@H](CN(C)Cc1ccc(C(=O)O)cc1)O2	-0.1	0.1
O=C(CSc1nnc(-c2ccccc2)n1-c1ccccc1)Nc1c(F)cc(F)cc1Br	-13.1	-0.1
O=C(Cc1ccccn1)N[C@@H]1CC[C@H](CCNS(=O)(=O)c2cccc(F)c2)O[C@H]1CO	-4.1	0.1
C[C@@H]1CN([C@@H](C)CO)C(=O)Cc2cc(NC(=O)C3CCCCC3)ccc2O[C@@H]1CN(C)Cc1ccc(C(F)(F)F)cc1	·	2.7
COc1ccc(S(=O)(=O)Nc2ccc3c(c2)C(=O)N([C@H](C)CO)C[C@@H](C)[C@@H](CN(C)C(=O)c2ccncc2)OCCCC[C@H](C)O3)cc1	·	-13.8

Screening data as filed in PubChem BioAssay.
